mABHD4 FP = inhibitors of mouse ABHD4 | Q8VD66 | purified mABHD4, FP-Rh probe fluorescence polarization | inhibition, % at 8.92 µM | 370,000 tested, 0.54% active | AID 720543;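 active = inhibition exceeding the mean over every tested compound plus 3 SD, cut at about 30% in these data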;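 also: 0% = plate median of compound wells and 100% = S159A mutant with DMSO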
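Material: mouse ABHD4 enzyme, wild type; Benchmarks: S159A mutant high control, sample median low control; Buffer or medium: HEPES pH 7.0, NaCl, Pluronic buffer; Signal: fluorescence polarization; Read-out: percent inhibition of probe binding, normalized to plate controls; Timing: pre-incubation 45 min, probe exposure 60 min, at 25 °C; Dosing: 8.92 µM, single dose.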
SIAE primary = inhibitors of human sialic acid acetylesterase SIAE | Q9HAT2 | SIAE FP-Rh probe binding, fluorescence polarization | inhibition, % at 9.66 µM | 370,000 tested, 0.69% active | AID 1053197;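 active = inhibition above a cutoff: mean of compounds within the control limits plus 3 SD of those, cut at about 17% in these data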;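 also: 0% = plate median of compound wells and 100% = probe without SIAE protein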
TCR CD3 inh = inhibitors of human TCR-CD3 interaction. AID 651800. 360,000 tested, 0.37% active. inhibition, % at 9.4 µM. TAMRA-labeled TCR probe fluorescence, biochemical; in the data active = inhibition above about 19%;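 also: recombinant mutant TCR 2C K166C tagged with TAMRA read by polarization; 0% = receptor in buffer alone and 100% = receptor with positive control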
NPR2 activator = GC-B (human) receptor activation; activation, % at 10 µM; HEK293-GC-B cells, CNP EC30, cGMP TR-FRET; 0% at EC30 CNP, 100% saturating CNP; AID 1920062; 370,000 tested, 0.11% active;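 active = activation at 10 µM reaching about 35% in either raw or pattern-adjusted values, limit read from the data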
PRMT1 FP inh = PRMT1 (human) inhibition, primary screen; Q99873; recombinant PRMT1, activity-based probe fluorescence polarization; inhibition, % at 2.79 µM; 370,000 tested, 1.3% active; AID 652257;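 active = inhibition above about 21% made by adding two undisclosed values, limit read from the data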
HTRA1 inh = inhibitors of human serine peptidase HTRA1; recombinant HTRA1, FP-rhodamine activity-based probe, fluorescence polarization; AID 504803; 340,000 tested, 0.5% active; Q92743; inhibition, % at 5.96 µM; in the data active = inhibition above about 36%;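 also: 0% = enzyme with DMSO and 100% = wells lacking enzyme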
GC-A act = GC-A (human) enzyme activation | P16066 | HEK293 GC-A cells, cGMP TR-FRET, EC30 ANP; 0% at EC30 ANP, 100% saturating ANP | activation, % at 10 µM | 370,000 tested, 0.14% active; in the data active = activation above about 40%
UHRF1 binding = human UHRF1 methylated DNA binding inhibitors; UHRF1 binding to methylated oligo, TR-FRET; inhibition, % at 4.4 µM; 370,000 tested, 0.75% active; AID 687016; in the data active = inhibition above about 21%;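 also: UHRF1 SRA domain binding a hemimethylated CpG hairpin DNA probe; 0% = median of test compound wells and 100% = reference inhibitor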
Target sequence (Q96T88 whole entry, looked up, the tested form may be a part): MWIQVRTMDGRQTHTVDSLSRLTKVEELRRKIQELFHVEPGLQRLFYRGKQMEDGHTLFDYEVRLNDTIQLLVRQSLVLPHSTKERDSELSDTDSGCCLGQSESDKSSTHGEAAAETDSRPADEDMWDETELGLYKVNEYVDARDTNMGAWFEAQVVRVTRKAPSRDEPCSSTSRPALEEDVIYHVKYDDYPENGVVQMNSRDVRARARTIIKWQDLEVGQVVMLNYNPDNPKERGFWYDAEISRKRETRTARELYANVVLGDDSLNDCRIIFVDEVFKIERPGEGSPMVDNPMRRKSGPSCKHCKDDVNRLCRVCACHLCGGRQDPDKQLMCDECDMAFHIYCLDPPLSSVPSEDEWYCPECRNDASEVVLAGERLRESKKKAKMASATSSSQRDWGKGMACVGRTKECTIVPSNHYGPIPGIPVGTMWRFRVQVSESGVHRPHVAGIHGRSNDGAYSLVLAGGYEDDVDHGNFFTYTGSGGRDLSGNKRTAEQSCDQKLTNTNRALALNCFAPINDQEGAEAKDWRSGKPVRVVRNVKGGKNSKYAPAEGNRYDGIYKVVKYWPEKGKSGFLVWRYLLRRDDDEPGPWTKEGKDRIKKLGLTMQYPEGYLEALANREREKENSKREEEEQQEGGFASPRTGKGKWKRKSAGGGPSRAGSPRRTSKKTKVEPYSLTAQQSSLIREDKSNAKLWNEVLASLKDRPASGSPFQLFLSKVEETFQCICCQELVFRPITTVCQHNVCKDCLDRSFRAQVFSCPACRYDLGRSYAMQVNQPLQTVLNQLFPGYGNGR
MBD2 DNA inh = blocks human MBD2 binding to methylated DNA; Q9UBB5; TR-FRET, MBD2 binding to methylated oligonucleotide; inhibition, % at 4.4 µM; 370,000 tested, 0.31% active; AID 686964; in the data active = inhibition above about 13%
rCAG RNA binder = molecules binding r(CAG) RNA repeats; r(CAG) RNA repeat, TO-PRO-1 dye displacement fluorescence; inhibition, % at 3 µM; 370,000 tested, 1.3% active;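 active = inhibition above the plate cutoff, the mean of all test compounds on that plate plus 3 SD, cut at about 35% in these data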;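 also: 0% = DMSO alone and 100% = 100 µM mitoxantrone as full dye displacement; higher means more dye released from RNA so lower well fluorescence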
Starred values were filed as active, the others as inactive; · = not tested or not shown. Not all compounds are listed (hit frequency here may not be typical).

structure	mABHD4 FP	SIAE primary	TCR CD3 inh	NPR2 activator	PRMT1 FP inh	HTRA1 inh	GC-A act	UHRF1 binding	MBD2 DNA inh	rCAG RNA binder
O=c1[nH]c(=O)n(-c2ccccc2Cl)c(O)c1C=NCCN1CCCCC1	-2	3	-5	0	-4	5	4	-3	1	1
COC(=O)C(O)(c1c[nH]c2ccccc12)C(F)(F)F (stereo not drawn)	4	8	4	-5	-1	0	2	-2	0	2
CC(=O)C1CCC2C3CCC4CC(O)CCC4(C)C3CCC12C (stereo not drawn)	-2	1	2	4	-5	-13	0	2	-2	-1
O=C(COc1ccc(Br)cc1)N1CCN(Cc2c[nH]c3ccccc23)CC1	-6	-1	-1	-8	3	1	-12	6	6	9
O=C(Cc1ccccc1)NC(Cc1ccc(Cl)cc1)C(=O)O (stereo not drawn)	-4	0	-4	-3	-2	-3	1	4	-2	5
C1CCC2S[C@H]3CCCCC3NC2C1 (stereo partly drawn)	-4	-2	6	2	-5	8	1	-4	1	1
CC(C)OC(=O)C1C2c3ccccc3C(c3ccccc32)C1C(=O)O (stereo not drawn)	5	5	-2	3	-1	0	3	-2	-5	0
Cc1ccc(C2(O)CC(C)N(C)CC2C)cc1 (stereo not drawn)	2	1	-3	0	-5	1	1	8	2	0
CCCCn1c(O)c(C(CC)=NCCCn2ccnc2)c(=O)[nH]c1=O	-3	-5	-1	2	-1	·	1	1	4	-3
CSc1ccccc1C(=O)C1CCCN(Cc2ccccn2)C1 (stereo not drawn)	-6	8	5	4	-12	3	7	1	0	-5
CCOC(=O)c1c(C)n(C(C)C)c2ccc(OC(=O)c3ccc(N4C(=O)CCC4=O)cc3)cc12	-1	-2	2	2	0	-8	-1	-1	0	0
COc1ccc(CCN)cc1OC	-1	9	7	5	-4	-2	4	-1	4	-3
O=C(COc1ccc(S(=O)(=O)N2CCOCC2)cc1)N1CCN(Cc2ccc3c(c2)OCO3)CC1	1	-4	-12	-2	1	2	0	-2	-1	-3
COC(=O)C1=C(c2c(C)noc2C)C[C@@H]2CC[C@H]1N2C(=O)NCCOc1ccccc1Cl	4	6	3	0	-2	0	3	2	-1	-8
Cc1ccccc1-n1c(CNc2ccccc2)nc2ccccc2c1=O	0	1	1	-8	-2	·	-4	5	3	4
Cc1ccc(C)c(CN2CCC(n3nnc4cc(F)ccc43)CC2)c1	2	1	1	-6	0	-2	-3	4	0	-2
CCOc1ccc(C2SCC(=O)Nc3c2c(C)nn3C2CCOC(C)(C)C2)cc1 (stereo not drawn)	3	-1	2	4	9	-2	-1	-2	-4	-2
O=C1NC(=O)N(Cc2ccccc2)C(=O)C1Cc1ccccc1 (stereo not drawn)	2	4	4	9	3	3	-1	-1	0	3
Cc1c(C=C2C(=O)NC(=O)NC2=O)c(=O)n(-c2ccccc2)n1C	0	-6	0	5	6	-1	2	-4	-4	-6
O=P(Nc1cccnc1)(Oc1ccccc1Cl)Oc1ccccc1Cl	-6	-1	2	-7	-1	-15	-3	-1	1	0
CCN1CCN(c2ccc(NC(C)=O)cc2Cl)CC1	2	3	0	-3	-2	10	1	1	-1	-3
CCOC(=O)C(O)(c1ccc(N=Cc2ccccc2O)c(C)c1)C(F)(F)F (stereo not drawn)	3	1	5	1	-4	1	3	-2	-3	1
Cc1oc(-c2ccc(Cl)cc2)nc1CS(=O)CC(=O)N1CCC2(CC1)OCCO2 (stereo not drawn)	3	1	1	2	0	1	8	-4	0	2
O=c1c2ccccc2nc(-c2ccco2)n1-c1cccnc1	7	2	-1	-2	-2	4	-1	-2	4	-2
C(#CCN1CCOCC1)COC/C=C/c1ccccc1	-4	1	2	2	1	-1	10	3	-3	1
COc1ccc(-n2nc(C(=O)NCC(=O)N3CCC4(CC3)OCCO4)c3ccccc3c2=O)cc1OC	-6	0	-9	2	5	5	0	3	-3	-6
CC1CCCCN1Cc1cccnc1 (stereo not drawn)	13	1	-2	3	4	7	2	0	5	0
CCC(=NCC1CCCO1)c1c(O)n(-c2ccc(Cl)cc2)c(=O)[nH]c1=O (stereo not drawn)	1	4	-4	2	-2	0	-2	4	3	3
CC(C)NC(=O)Cn1cc(C(=O)c2ccccc2)c2ccccc21	-16	-5	-7	2	12	-6	-2	3	4	-4
COc1ccc(C=C2C(=O)N(C)C(=O)N(C)C2=O)cc1COc1ccc(NC(C)=O)cc1	-2	-4	-6	-1	7	2	0	2	1	-4
CC(Cc1cccs1)NCc1ccc(Cl)cc1 (stereo not drawn)	8	-6	0	-11	-3	-3	-15	0	2	-5
O=C(c1ccc2c(c1)ncn2C1CCCCC1)N1CCC2(CC1)OCCO2	2	-4	8	4	0	·	-1	1	-3	4
CC(=O)c1cn(CCCOc2ccccc2)c2ccccc12	-7	-5	8	-5	-1	-12	-1	-1	2	-2
CCCC[N+]1(C)[C@@H]2CC(OC(=O)[C@H](CO)c3ccccc3)C[C@H]1[C@@H]1O[C@@H]12 (stereo partly drawn)	6	12	4	4	0	0	3	1	3	2
Fc1ccc2c(c1)nnn2C1CCN(Cc2nnnn2C2CCCCC2)CC1	0	0	-3	-14	4	-72	-45	5	2	-5
O=C(O)C1CSC(c2cccnc2)N1 (stereo not drawn)	1	11	3	4	3	3	1	1	-3	4
Oc1ccc(O)c2c1C1(Cl)C(Cl)=C(Cl)C2(Cl)C1(Cl)Cl	-27	-19	8	0	-3	26	-9	0	-3	11
CN1CN=C(N[N+](=O)[O-])N(Cc2ccco2)C1	1	4	4	-2	-1	4	5	1	1	7
COc1ccc(C2NCc3ccccc3-n3cccc32)cc1 (stereo not drawn)	7	-8	-7	-15	0	0	-11	2	2	1
CC(C)C(O)(C(=O)OCC1=CCN2CCC(O)C12)C(C)O (stereo not drawn)	-5	3	1	3	-4	·	1	1	-2	3
Clc1ccc(OCC#CCN2CCCC2)cc1	9	10	0	-4	-5	-8	3	-3	-1	-6
CC1CC2CC(=O)CCC2(C)C2CCC3(C)C(O)CCC3C12 (stereo not drawn)	1	2	0	2	0	-2	1	1	-6	0
CCCOC(=O)C1C2CCC(O2)C1C(=O)O (stereo not drawn)	0	-3	-7	7	-1	3	5	3	0	3
Cc1c(C(=O)C(=O)N2CCOCC2)c2ccccc2n1Cc1ccccc1	2	12	-3	3	0	1	4	-1	-6	2
COC(=O)c1c(C)[nH]c(C(=O)C(Cc2ccccc2)N(C)C)c1C (stereo not drawn)	-5	1	-1	-7	0	-1	-6	1	-2	-2
Cc1nc2ccccn2c1P(=S)(c1ccccc1)c1ccccc1	-5	3	3	-9	-1	·	-5	3	-2	1
Cn1cc([N+](=O)[O-])c(C(=O)Nc2ccc3c(C(F)(F)F)cc(=O)oc3c2)n1	-3	-7	0	-8	0	2	-2	-3	0	1
C=CCn1c(O)c(C(CC)=Nc2ccccc2NC(C)=O)c(=O)[nH]c1=O	5	0	8	0	4	3	1	-4	1	4

The closing 4 compounds of the section above are carried over, then new ones follow:
structure	mABHD4 FP	SIAE primary	TCR CD3 inh	NPR2 activator	PRMT1 FP inh	HTRA1 inh	GC-A act	UHRF1 binding	MBD2 DNA inh	rCAG RNA binder
COC(=O)c1c(C)[nH]c(C(=O)C(Cc2ccccc2)N(C)C)c1C (stereo not drawn)	-5	1	-1	-7	0	-1	-6	1	-2	-2
Cc1nc2ccccn2c1P(=S)(c1ccccc1)c1ccccc1	-5	3	3	-9	-1	·	-5	3	-2	1
Cn1cc([N+](=O)[O-])c(C(=O)Nc2ccc3c(C(F)(F)F)cc(=O)oc3c2)n1	-3	-7	0	-8	0	2	-2	-3	0	1
C=CCn1c(O)c(C(CC)=Nc2ccccc2NC(C)=O)c(=O)[nH]c1=O	5	0	8	0	4	3	1	-4	1	4
CCOC(=O)CNC(=S)N1CC2C[C@@H](C1)Cn1c2cccc1=O	-2	1	3	5	-3	1	-2	6	-2	-2
N#CCC[C@H]1CC[C@]2(CCCN(Cc3ccccn3)C2)O1	4	4	·	0	-1	·	2	-2	-6	2
CCOc1ccc(N=Cc2c(O)n(-c3cc(C)cc(C)c3)c(=O)[nH]c2=O)cc1	-2	0	-6	0	0	3	8	1	0	2
CCOC(=O)C(O)(c1ccc(N)c(OC)c1)C(F)(F)F (stereo not drawn)	0	10	-1	4	-1	8	2	0	-2	-3
CSCCC(NC(=O)CCC(=O)OC1CC[C@H]2[C@@H]3CC[C@H]4CC(=O)CC[C@]4(C)[C@H]3CC[C@]12C)C(=O)O (stereo partly drawn)	10	-7	4	-5	3	4	0	0	-2	14
CCN1C(=O)C(=Cc2cc(C)n(C3CC3)c2C)C(=O)N(CC)C1=S	-7	-15	-8	1	2	-7	0	0	3	6
Cc1cc(OCC(=O)N2C[C@H]3C[C@@H](C2)c2cccc(=O)n2C3)c2c(C)c(C)c(=O)oc2c1	-2	2	1	-4	-5	-1	3	-2	-11	-2
O=C1/C(=C/c2ccc3c(c2)OCO3)N2CCC1CC2	1	6	-4	4	-4	2	2	-3	0	-6
Cc1ccc(S(=O)(=O)N2CCCC2c2cccnc2)cc1 (stereo not drawn)	2	-10	-1	0	5	-1	-2	-1	-1	0
O=c1c2ccccc2nc(N2CCCC2)n1-c1ccccc1	-7	-3	4	2	-1	4	-3	2	5	-1

Bioassay records deposited in PubChem BioAssay by several laboratories.
